AP ELISA ortho: alternative complement pathway inhibitors, primary screen, biochemical, ELISA, human serum, orthogonally pooled compounds. LPS-coated ELISA, C3 deposition; tested in compound mixtures. inhibition, % at 5 µM. 0.08% of 62,000 active. AID 1235, 2008;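 active = inhibition above 30% in each of the two pooled mixtures holding the compound, so the lower value exceeds 30%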;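 note: 0% = serum in Mg-EGTA without compound and 100% = EDTA serum blank; some compounds past the cut are filed as inactive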
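Test system – human serum alternative complement pathway, C3 deposition on LPS-coated wells · Buffer or medium – diluted human serum in Mg2+-EGTA GVB++ · Compound dosing – 5 µM each compound, pools of ten, 50 µM per pool · Schedule – 1 h serum-compound exposure at 37 °C · Measured by – Anti-C3 ELISA, OD 450 nm · Read-out basis – percent inhibition of C3 deposition onto LPS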
Hsp90 block: tumor Hsp90 inhibitors, primary screen, cell lysate, fluorescence polarization, NCI-N417 lysate | Cy3B-geldanamycin FP displacement | Heat shock protein HSP 90-alpha (Homo sapiens), P07900 | 0.35% of 64,000 active | inhibition, % at 30 µM;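 active = inhibition above 50%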;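 note: 0% = tracer plus lysate wells and 100% = tracer alone without lysate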
FXIa inh mix: FXIa protease inhibitors in compound pools, primary screen, biochemical, 10-compound mixtures | Coagulation factor XI (Homo sapiens), P03951 | purified FXIa, fluorogenic substrate, pooled mixtures | 0.19% of 62,000 active | inhibition, % at 5 µM | AID 680, 2007;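 note: each value is inhibition by a whole ten-compound pool holding the compound; 0% = enzyme with no mixture and 100% = wells lacking enzyme; strong numbers were not always called active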
FXIIa mix inh: human factor XIIa inhibitors, primary screen, biochemical, pooled compound mixtures, fluorogenic substrate; Coagulation factor XII (Homo sapiens), P00748; purified FXIIa; inhibition, % at 5 µM; 0.2% of 62,000 active; AID 684, 2007;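 note: 0% = enzyme without compound and 100% = no enzyme blank; some results filed as inactive read as strong as hits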
Cdc25B inh: inhibitors of Cdc25B phosphatase catalytic domain, primary screen, biochemical, OMFP fluorescence | M-phase inducer phosphatase 2 (Homo sapiens), P30305 | recombinant Cdc25B, OMFP fluorescence Ex485/Em525 | inhibition, %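 (compounds tested at 10 µM final in the well)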 | 0.1% of 65,000 active | AID 368, 2006; in the data active = inhibition above about 50%
Target sequence (P30305 whole entry, looked up, the tested form may be a part): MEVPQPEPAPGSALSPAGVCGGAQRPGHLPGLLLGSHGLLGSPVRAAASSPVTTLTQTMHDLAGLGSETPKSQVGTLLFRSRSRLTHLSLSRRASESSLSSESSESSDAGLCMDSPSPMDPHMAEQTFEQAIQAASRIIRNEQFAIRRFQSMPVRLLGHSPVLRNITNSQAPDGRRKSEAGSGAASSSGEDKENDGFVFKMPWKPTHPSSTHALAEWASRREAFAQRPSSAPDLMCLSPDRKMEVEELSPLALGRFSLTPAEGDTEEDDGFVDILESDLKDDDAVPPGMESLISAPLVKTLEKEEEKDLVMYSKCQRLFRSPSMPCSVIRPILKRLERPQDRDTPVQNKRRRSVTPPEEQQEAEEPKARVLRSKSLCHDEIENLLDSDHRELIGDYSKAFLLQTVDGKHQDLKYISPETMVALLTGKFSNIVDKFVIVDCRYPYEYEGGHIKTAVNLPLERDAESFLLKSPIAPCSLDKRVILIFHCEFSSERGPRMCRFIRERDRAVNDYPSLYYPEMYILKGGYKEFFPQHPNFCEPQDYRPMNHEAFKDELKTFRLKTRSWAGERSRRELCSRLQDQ
JNK3 inh: JNK3 kinase activity inhibitors, primary screen, biochemical, human, purified enzyme | 0.61% of 60,000 active | HTS | inhibition, % at 8 µM | AID 746, 2007; in the data active = inhibition above about 17%;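 note: 0% = DMSO and 100% = reference inhibitor; many of its hits are not listed in these tables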
Target sequence (P53779 whole entry, looked up): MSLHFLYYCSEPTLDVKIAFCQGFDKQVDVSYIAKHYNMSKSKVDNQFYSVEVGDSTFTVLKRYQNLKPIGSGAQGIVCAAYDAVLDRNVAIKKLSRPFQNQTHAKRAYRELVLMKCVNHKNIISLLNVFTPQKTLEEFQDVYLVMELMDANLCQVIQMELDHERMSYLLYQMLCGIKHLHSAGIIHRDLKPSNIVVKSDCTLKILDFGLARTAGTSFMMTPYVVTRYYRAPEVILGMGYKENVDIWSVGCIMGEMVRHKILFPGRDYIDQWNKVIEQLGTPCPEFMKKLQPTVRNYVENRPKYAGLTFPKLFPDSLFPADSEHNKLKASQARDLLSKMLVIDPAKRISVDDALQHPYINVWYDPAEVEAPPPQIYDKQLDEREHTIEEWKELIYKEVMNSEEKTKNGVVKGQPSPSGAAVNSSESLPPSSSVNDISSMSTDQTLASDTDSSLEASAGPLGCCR
DUSP1 inh: MKP-1 phosphatase inhibitors, primary screen, biochemical, in vitro. inhibition, %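 (compounds tested at a single concentration somewhere between 10 and 100 µM)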. recombinant MKP-1, OMFP hydrolysis fluorescence. 0.15% of 65,000 active. AID 374, 2006. Dual specificity protein phosphatase 1 (Homo sapiens), P28562;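 active = inhibition above about 50%, limit read from the data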;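 note: 0% = DMSO max control wells and 100% = wells with enzyme stopped by NaOH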
MMP13 inh: human MMP13 inhibitors, primary screen, biochemical, FRET peptide cleavage. MMP-13 fTHP FRET cleavage, Mca fluorescence. 0.07% of 65,000 active. Collagenase 3 (Homo sapiens), P45452. inhibition, % at 4 µM;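 active = inhibition above the mean of compound-free control plate wells plus 3 SD, cut at about 14% in these data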;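 note: 0% = DMSO wells and 100% = wells with reference MMP-13 inhibitor after basal subtraction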
Abs 340nm: compound light absorbance at 340 nm, profiling panel, artefact control, biochemical, MLSMR library, data from PS, PMK, MK assays; fold change at 10 µM; compound absorbance at 340 nm, fold over control; AID 708, 2007; 65,000 tested, under 10 active;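 active = at 10 µM dose, initial 340 nm absorbance at least 2 fold that of control wells; inactive = change under 2 fold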;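 note: initial absorbance extrapolated from kinetic A340 decline of NADH oxidation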
* marks the source's active call; other numbers are inactive results; · = not tested or not shown; [ ] = remark or other dose. Cut-off read from the data, not from the text of the source, unless noted: active = inhibition above about 20% (passing the limit was not always enough); inactive = the rest. The order is random, and some 1.5% of all compounds hit somewhere here.

SMILES	AP ELISA ortho	Hsp90 block	FXIa inh mix	FXIIa mix inh	Cdc25B inh	JNK3 inh	DUSP1 inh	MMP13 inh	Abs 340nm
CCOCc1cc(C2NC(=O)NC(C)=C2C(=O)OCC)ccc1OC (stereo not given)	0	-3	21	9	-15	-6	-8	-6	1.1
O=C(CCc1ccccc1)Nc1nc2n(n1)C(c1ccc(Cl)cc1)CC(=O)N2 (stereo not given)	8	-2	3	-12	-8	-2	11	-3	0.99
CCOc1ccc(N2CC(C(=O)NCCc3ccc(OC)c(OC)c3)CC2=O)cc1 (stereo not given)	3	-2	-1	-6	4	3	0	-1	0.99
O=C(CSc1nc2ccccc2n1CC(=O)N1CCCC1)N1CCN(C(=O)c2ccco2)CC1	7	-2	8	3	-11	-3	6	1	0.97
COc1ccccc1NC(=O)N(Cc1ccccc1)c1ccccn1	-6	-1	-4	0	-4	·	5	2	0.99
COC(=O)c1ccccc1NC(=O)CSc1nccn1C	15	·	4	5	-1	·	6	-2	1
Cc1ccc(S(=O)(=O)C(C#N)c2nc3ccccc3nc2OC(C)C)cc1 (stereo not given)	9	-4	8	3	-4	-4	8	2	1
O=C(COC(=O)c1cncc(Br)c1)NCCC1=CCCCC1	18	-6	-14	-3	4	5	-5	1	1.1
Cc1ccc2c(c1)c1c(n2C)C(C(N)=O)CCC1 (stereo not given)	-42	-2	6	2	-7	-2	-7	-8	1.1
Cc1ccnc(NC(=O)Nc2ccc3c(c2)N(C)C(=O)CS3)c1	10	-14	5	-4	-2	·	11	5	1.1
COc1ccc(C(CC(=O)NC(C)(C)C)n2cccc2)cc1 (stereo not given)	11	-4	-31	26	37	1	6	5	0.97
Cn1c(=O)[nH]c(=O)c2c1nc(SCCN1CCOCC1)n2Cc1ccccc1	·	0	·	·	-6	0	5	-5	0.99
COc1ccccc1C1C2CCCCC2(O)CCN1CC(=O)Nc1ccccc1 (stereo not given)	-13	-2	5	8	-8	1	22	-4	1
CC(C)(C)C(=O)CN1CCN(S(=O)(=O)c2ccc(F)cc2)CC1	4	-5	-1	2	-3	-2	-9	-2	1
COc1ccc(OC)c(CCNC(=O)CS(=O)(=O)Cc2nc(-c3ccccc3C)oc2C)c1	9	-1	0	9	-36	3	22	-3	1
Cn1c(=O)c2c(ncn2CC(=O)Nc2nnc(Cc3ccccc3)s2)n(C)c1=O	-6	2	5	11	-2	1	-6	1	1
COC(=O)c1cn(CC(=O)NCc2cccs2)c2ccccc12	4	-4	0	-5	-3	-4	14	4	1
Cc1cc(C)c(S(=O)(=O)N2CCN(CCO)CC2)c(C)c1	13	-1	5	0	-6	-2	11	2	1
CCn1c(=O)c2cc(C(=O)Nc3cc(C)on3)sc2c2ccccc21	8	-1	-4	4	-3	4	9	-15	1.1
CCC(C)c1ccc(O)c(NC(=O)c2cccnc2)c1 (stereo not given)	-8	7	-2	1	-1	3	4	5	1.1
COc1ccc(-c2ccc(CCC(=O)O)n2NC(=O)c2cccs2)cc1	7	-4	4	3	-4	-9	9	-2	0.99
COc1ccc(C(=O)Nc2cccc(C(C)=O)c2)cc1OC	16	-2	6	6	7	-6	13	3	1
Cc1nnc(NC(=O)CSc2nnc(Cc3cccn3C)n2-c2cccc(C)c2C)s1	10	-3	9	-17	-5	-3	12	-13	1
Cc1nc(SCCO)c2oc3ccccc3c2n1	3	-4	8	-2	-3	1	-5	-2	1.1
CCCCC(=O)Nc1ccc(Cl)cn1	-6	-1	3	8	3	-4	14	3	1
O=C(c1cc2nc(-c3ccccc3)cc(C(F)(F)F)n2n1)N1CCOCC1	10	0	1	-16	-10	1	5	-5	1.1
COC(=O)c1ccc(NC(=O)CN(C2CCCCC2)S(C)(=O)=O)cc1	-1	-1	-1	10	-12	-6	2	7	1
O=C(/C=C/Nc1ccc(F)cc1)c1ccco1	8	-4	13	2	3	-3	8	4	1.1
Cc1sc2nc(-c3ccco3)oc(=O)c2c1C	14	-7	6	-21	-2	-2	1	-2	1.1
COc1ccccc1CC(=O)Nc1ccc(-c2nnc(-c3ccco3)o2)cc1	18	·	5	6	-16	·	20	-200[fluorescence artefact?]	1.1
Cc1cc(O)c(-c2cc(C(=O)Nc3ccc(S(=O)(=O)N4CCOCC4)cc3)[nH]n2)cc1C	-13	8	5	-17	1	4	15	-5	1
Cc1cc(C)cc(N(CC(=O)NCc2ccco2)C(=O)CCC(=O)Nc2ccccn2)c1	12	-3	-5	10	6	-4	20	-2	1
CC1(C)Oc2ccc(C(=O)NC3CCCC3)cc2N(CC(=O)NC2CCCCC2)C1=O	1	-1	-1	-3	0	0	12	0	0.97
CCSc1nnc(NC(=O)Cc2ccc(OC)c(S(=O)(=O)N3CCOCC3)c2)s1	4	-4	10	1	-10	2	3	-8	1
O=C1CCCc2nc(N3CCCCC3)sc21	-9	-2	-4	8	-15	3	0	-4	1.1
Cn1c(C(=O)N2COCC2(C)C)cc2c(=O)n3ccccc3nc21	11	0	-11	9	-2	4	4	-399[fluorescence artefact?]	1.1
COCCn1c(=O)[nH]c2cc(C(=O)OC)ccc2c1=O	18	·	10	4	-8	·	2	-20	1
COc1ccc(C)cc1S(=O)(=O)N(CC(=O)O)c1ccc(F)cc1	2	0	6	6	-4	-5	-12	6	1.1
CN1CCc2c(sc3nc(SCC(N)=O)n(-c4ccccc4)c(=O)c23)C1	3	·	10	9	-1	·	15	-14	1.2
COc1ccccc1NC(=O)Cc1noc(CSc2cc(C)c3ccccc3n2)n1	18	-7	-5	0	-5	1	11	-1	1

Next section; it opens with the 7 that closed the last part.
SMILES	AP ELISA ortho	Hsp90 block	FXIa inh mix	FXIIa mix inh	Cdc25B inh	JNK3 inh	DUSP1 inh	MMP13 inh	Abs 340nm
CCSc1nnc(NC(=O)Cc2ccc(OC)c(S(=O)(=O)N3CCOCC3)c2)s1	4	-4	10	1	-10	2	3	-8	1
O=C1CCCc2nc(N3CCCCC3)sc21	-9	-2	-4	8	-15	3	0	-4	1.1
Cn1c(C(=O)N2COCC2(C)C)cc2c(=O)n3ccccc3nc21	11	0	-11	9	-2	4	4	-399[fluorescence artefact?]	1.1
COCCn1c(=O)[nH]c2cc(C(=O)OC)ccc2c1=O	18	·	10	4	-8	·	2	-20	1
COc1ccc(C)cc1S(=O)(=O)N(CC(=O)O)c1ccc(F)cc1	2	0	6	6	-4	-5	-12	6	1.1
CN1CCc2c(sc3nc(SCC(N)=O)n(-c4ccccc4)c(=O)c23)C1	3	·	10	9	-1	·	15	-14	1.2
COc1ccccc1NC(=O)Cc1noc(CSc2cc(C)c3ccccc3n2)n1	18	-7	-5	0	-5	1	11	-1	1
COc1ccc(CCN2C(=O)CC(Nc3ccc(N4CCOCC4)cc3)C2=O)cc1OC (stereo not given)	0	16	6	-7	-11	-4	-2	-2	1
O=C1C2=C(c3ccccc31)[N+](=O)[C@@H]1CCCC[C@@H]1N2[O-]	20	-5	2	2	8	0	1	1	0.98
COc1ccccc1CN(Cc1ccco1)S(=O)(=O)c1ccc(-n2cnnn2)c(OC)c1	13	-1	6	-19	-6	5	27	0	1
CC(=O)Nc1ccc(NC(=O)Cn2cc3c(n2)CCCC3)cc1	13	-3	10	-1	-5	2	-2	-1	1
NC1=NC(c2ccc(Br)cc2)n2c(nc3ccccc32)N1 (stereo not given)	1	-2	4	0	-9	-7	3	-13	1
COc1ccc(Cl)cc1NC(=O)C1CSC(c2ccncc2)=N1 (stereo not given)	14	-3	12	0	-15	-4	-11	-3	1.1
O=C(O)CN1C(=O)COc2cc(S(=O)(=O)N3CCCC3)ccc21	18	2	2	10	4	-4	6	-14	1.1
COc1cc(NC(=O)CN2CCN(S(=O)(=O)c3ccc(C(C)C)cc3)CC2)cc(OC)c1	-1	-2	-8	-1	-15	-3	21	7	0.98
CCCOc1ccc(NC2=CC(=O)CC(C)(C)C2)cc1	7	3	1	-20	-18	·	-7	·	1
CCC(C)C(=O)Nc1cc(OC)c(OC)cc1C(=O)O (stereo not given)	8	-3	8	2	-7	0	-6	-2	1

Whole records, quoted from the list.
Entry for COc1ccc(Cl)cc1NC(=O)C1CSC(c2ccncc2)=N1 (stereo not given) → AP ELISA ortho: 14; Hsp90 block: -3; FXIa inh mix: 12; FXIIa mix inh: 0; Cdc25B inh: -15; JNK3 inh: -4; DUSP1 inh: -11; MMP13 inh: -3; Abs 340nm: 1.1
Entry for CCC(C)C(=O)Nc1cc(OC)c(OC)cc1C(=O)O (stereo not given) → AP ELISA ortho: 8; Hsp90 block: -3; FXIa inh mix: 8; FXIIa mix inh: 2; Cdc25B inh: -7; JNK3 inh: 0; DUSP1 inh: -6; MMP13 inh: -2; Abs 340nm: 1

(further entries)
SMILES	AP ELISA ortho	Hsp90 block	FXIa inh mix	FXIIa mix inh	Cdc25B inh	JNK3 inh	DUSP1 inh	MMP13 inh	Abs 340nm
CC(C)N(C(=O)CSc1nnc(CN2CCCCCC2=O)n1-c1ccccn1)C(C)C	12	-3	3	-3	-9	5	4	2	1
O=C(COc1ccccc1)c1cn(CC(=O)N2CCOCC2)c2ccccc12	19	-4	6	-5	-4	0	9	-3	1
O=C(c1cc(-c2ccc3c(c2)OCO3)on1)N1CCN(c2ccc(F)cc2)CC1	11	1	10	3	-2	-1	3	-8	1
CCn1c2ccccc2c2cc(CN3CCN(C(=O)c4ccco4)CC3)ccc21	-7	-1	3	13	-9	3	7	0	1
COc1cc(C(=O)N2CCC(NC(=O)C(Cc3ccccc3)NC(C)=O)CC2)cc(OC)c1OC (stereo not given)	-3	-2	4	2	-10	0	9	-3	1.1
CCOC(=O)c1cc2occc2n1CC(=O)NC1CCCCC1C (stereo not given)	-9	-6	6	3	-2	·	-2	5	1
COc1cccc(C(=O)Nc2nc(-c3ccc(S(=O)(=O)N4CCOCC4)cc3)cs2)c1	1	2	-8	10	-11	5	6	7	1.1
COc1ccc(C(=O)NCCn2ccc3ccccc32)cc1	-2	-5	4	-2	-1	-4	-1	2	0.99
C=CCSc1nnc(NC(=O)CSc2ccccn2)s1	-8	-2	5	2	-3	0	13	4	1

Screening data from PubChem.
